beta cell repl: induces beta-cell replication in MIN6 cells | MIN6 cells proliferation, ATPlite luminescence, 48 h; cells starved in 0.2% serum; 100% = growth in 10% serum | proliferation, % at 10 µM | 0.29% of 330,000 active;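 active means compounds whose signal lies at least 3.5 SD above the mean of all wells on their plate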;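 further: 0% = DMSO-treated cells in low-serum medium and 100% = 10% serum control; some compounds called inactive have numbers as strong as hits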
hIAP activ: increases human intestinal alkaline phosphatase activity | purified human IAP, CDP-Star luminescence, 30 min; stronger effect = higher value; 1 = vehicle-only enzyme, 0 = enzyme-free background | AID 2524 | 0.16% of 330,000 active | P09923 | activation factor at 10 µM;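 active means activation factor of the enzyme at least 2-fold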; further: the source names both 10 and 20 µM as test concentration; values of inactives mirror those of a sister screen read the other way
Target sequence (P09923 whole entry, looked up): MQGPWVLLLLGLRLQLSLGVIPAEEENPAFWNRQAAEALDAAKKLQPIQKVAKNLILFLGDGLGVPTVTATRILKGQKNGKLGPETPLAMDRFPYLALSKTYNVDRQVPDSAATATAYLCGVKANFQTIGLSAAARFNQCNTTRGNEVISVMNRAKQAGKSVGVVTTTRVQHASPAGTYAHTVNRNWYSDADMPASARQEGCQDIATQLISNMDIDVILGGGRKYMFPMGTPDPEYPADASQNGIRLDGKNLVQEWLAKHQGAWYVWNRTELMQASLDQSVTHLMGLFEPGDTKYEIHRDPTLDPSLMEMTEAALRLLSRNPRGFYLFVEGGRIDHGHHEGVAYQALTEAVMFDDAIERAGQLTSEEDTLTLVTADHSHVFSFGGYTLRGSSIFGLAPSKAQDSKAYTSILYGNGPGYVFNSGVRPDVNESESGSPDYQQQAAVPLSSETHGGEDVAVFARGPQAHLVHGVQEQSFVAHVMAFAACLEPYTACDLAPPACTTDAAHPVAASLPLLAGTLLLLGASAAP
SENP1 inh: blocks the human SENP1 SUMO protease catalytic domain; Q9P0U3; recombinant SENP1 catalytic domain, CyPet-SUMO1-YPet FRET cleavage; inhibition, % at 10 µM; 0.21% of 360,000 active;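 active means inhibition at least 30% at 10 µM, raw YFP signal under a set limit, fluorescence ratio 0.5 to 1.5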;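 further: 0% = enzyme with DMSO and 100% = no enzyme wells; some results filed as inactive read as strong as hits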
Target sequence (Q9P0U3 419-644 limits assumed): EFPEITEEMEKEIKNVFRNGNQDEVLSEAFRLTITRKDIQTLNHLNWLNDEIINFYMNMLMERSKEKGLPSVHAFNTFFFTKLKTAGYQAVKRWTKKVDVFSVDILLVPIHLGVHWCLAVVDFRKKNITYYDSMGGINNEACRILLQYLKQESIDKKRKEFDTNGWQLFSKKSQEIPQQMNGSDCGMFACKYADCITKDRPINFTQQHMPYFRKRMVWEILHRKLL
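Compound: 10 µM single point, 0.5% DMSO; Test system: hSENP1 catalytic domain, recombinant; Timing: 50 min reaction at room temperature; Technique: FRET, CFP and YFP emission; Control set: no-enzyme wells low, DMSO-plus-enzyme wells high control.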
hIAP inh: blocks human intestinal alkaline phosphatase. P09923. purified IAP, CDP-Star luminescence, 30 min. inhibition, % at 10 µM. 0.12% of 330,000 active;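 active means inhibition reaching a set limit with compound at 10 µM in the primary screen, cut at about 35% in these data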;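 further: plate controls were DMSO wells with enzyme for no effect and no-enzyme buffer wells for full effect; values of inactives mirror those of a sister screen read the other way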
mIAP act: mouse IAP activation | muIAP, CDP-Star luminescence, 30 min; stronger effect = higher value; 1 = vehicle-only enzyme signal, 0 = enzyme-free wells | activation factor at 10 µM | 0.24% of 330,000 active | AID 2805;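 active means activation factor of at least 2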; further: the source names both 10 and 20 µM as test concentration; values of inactives mirror those of a sister screen read the other way
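System: Mouse IAP enzyme | Also added: CDP-Star substrate | Dosing: Compounds dispensed in DMSO | Schedule: 30 min enzyme-substrate-compound incubation at room temperature | Technique: Chemiluminescence readout | Control set: DMSO-only wells and no-enzyme negative control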
NLRP3 yeast inh: inhibitors of NALP3 inflammasome in yeast. AID 2825. 0.39% of 330,000 active. inhibition, % at 10 µM. Yeast reconstituted NLRP3/ASC/caspase-1, beta-gal luminescence, 24 h;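 active means inhibition of 50% or more; inactive means inhibition below 50%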;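 further: plate controls were induced DMSO wells for no effect and uninduced yeast grown without galactose for full effect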
APOBEC3A inh: inhibitors of human APOBEC3A DNA deaminase; P31941; recombinant A3A, FAM/TAMRA ssDNA deamination fluorescence; inhibition, % at 20 µM; 0.41% of 330,000 active; AID 493011;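 active means at least 40% inhibition at 20 µM here, with at most 30% in a related deaminase screen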;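 further: plate controls were A3A with DMSO for no effect and wells lacking A3A enzyme for full effect; some results filed as inactive read as strong as hits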
Target sequence (P31941 whole entry, looked up): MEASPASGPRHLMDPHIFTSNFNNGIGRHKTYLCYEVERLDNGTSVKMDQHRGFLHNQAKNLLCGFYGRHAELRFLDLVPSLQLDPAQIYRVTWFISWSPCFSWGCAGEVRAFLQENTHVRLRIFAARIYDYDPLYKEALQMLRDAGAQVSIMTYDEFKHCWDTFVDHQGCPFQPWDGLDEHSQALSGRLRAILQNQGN
mIAP block: mouse IAP inhibition. purified mouse IAP, CDP-Star luminescence, 30 min. inhibition, % at 10 µM. 0.2% of 330,000 active;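 active means inhibition of at least 40% at 10 µM in the primary screen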;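 further: plate controls were DMSO with enzyme for no effect and no enzyme wells for full effect; values of inactives mirror those of a sister screen read the other way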
A3G deaminase: APOBEC3G (human) deaminase inhibition; Q9HC16; recombinant A3G, ssDNA deamination FAM/TAMRA fluorescence; inhibition, % at 20 µM; 0.28% of 330,000 active;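 active means inhibition of at least 40% at 20 µM, with no more than 30% in the related APOBEC3A deaminase screen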;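 further: plate controls were DMSO wells with A3G for no effect and wells lacking A3G enzyme for full effect; some compounds called inactive have numbers as strong as hits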
Numbers without * were called inactive; nt = not tested or not shown. Only part of the results is shown; count on the stated rates, not on these rows.

SMILES	beta cell repl	hIAP activ	SENP1 inh	hIAP inh	mIAP act	NLRP3 yeast inh	APOBEC3A inh	mIAP block	A3G deaminase
CN(C)CCn1c2c(c(SCC(=O)Nc3ccccc3)nc1=O)CCCC2	0	1.1	-1	-10	0.88	18	-2	12	-5
Nc1nc2ccc(N3CCOCC3)cc2s1	-4	0.91	1	9	1	7	-3	0	-5
Cc1ccnc(NC(=O)c2ccc(Cl)c(S(=O)(=O)N3CCCCC3)c2)c1	0	0.94	2	6	0.95	-25	4	5	-4
COc1ccc(Nc2nc(N)nc(CN3CCN(c4ccccn4)CC3)n2)cc1	-1	0.99	-3	1	0.94	15	-3	6	-7
CC(=O)Nc1ccc(N2C(=O)CC(N3CCSCC3)C2=O)cc1 (stereo not given)	2	1	1	-4	0.99	-4	-3	1	-6
Cc1csc(NC(=O)CSc2nnc(NC(=O)C3CC(=O)N(c4ccccc4)C3)s2)n1 (stereo not given)	-3	0.97	-1	3	1.1	-9	-1	-7	-6
CCN(CC)C(=O)Cn1cc(S(=O)(=O)CC(=O)Nc2cc(OC)ccc2OC)c2ccccc21	-1	0.84	1	16	0.9	23	1	10	-1
O=S(=O)(ON(c1ccccc1)S(=O)(=O)c1ccccc1)c1ccccc1	0	0.87	2	13	0.92	11	1	8	-3
CC(C)NC(=O)CCNC(=O)c1ccc(F)cc1	-4	1.1	3	-14	0.98	4	-2	2	-2
O=C(NCC1CCCCC1)c1ccc(=O)[nH]c1	-1	0.97	1	3	1.1	8	0	-15	3
CC(C)CC(=O)NC(=S)Nc1ccc(NC(=O)c2cccs2)cc1	-2	1.3	-1	-28	1.1	14	-1	-9	0
Cc1ccsc1C1CC(=O)OC2=C1C(=O)CC(C)(C)C2 (stereo not given)	1	0.99	nt	1	0.97	-1	2	3	-2
Cc1c(C(=O)N2CCCC2)oc2c1-c1nn(CC(=O)NCCCN3CCCCC3C)cc1CC2 (stereo not given)	-2	1.1	-16	-10	1.1	10	0	-7	18
O=C(NCC1CCCO1)c1cccs1 (stereo not given)	-1	1	3	-2	1	10	4	-2	-1
COCc1cc(=O)[nH]c(-c2ccccc2OC(F)(F)F)n1	2	0.93	-3	7	1	6	-1	-3	-3
CCc1ccc(N(CC(=O)NC2CCCC2)C(=O)CCC(=O)Nc2ccccn2)cc1	4	0.91	0	9	0.97	10	0	3	-8
CCCn1c(O)c(N=NC(=O)c2cccnc2)c2cc(Br)ccc21	-2	0.8	2	20	0.96	13	1	4	1
Cc1ccc(OCC(=O)Nc2ccc(N3CCN(S(C)(=O)=O)CC3)cc2)cc1	-1	1.1	1	-9	1.1	8	1	-12	0
CCOc1cc(C(=O)N/N=C/c2ccsc2)cc(OCC)c1OCC	0	1.3	2	-35	1	3	0	-4	-2
O=c1c2cn[nH]c2[nH]c(=S)n1-c1ccccc1F	0	1	0	-4	0.96	3	-1	4	-5
COc1ccccc1CNC(=O)CSc1nn2c(=O)c(C(C)(C)C)nnc2s1	-1	1.2	2	-15	1.1	13	1	-8	-2
COc1ccc(NC(=S)N(Cc2ccc(N(C)C)cc2)Cc2ccco2)cc1	-5	0.91	1	9	1.1	-1	2	-8	-3
Cc1cc(/C=N/n2c(COc3ccccc3C)nc3ccccc3c2=O)c(O)c([N+](=O)[O-])c1	-6	1.1	19	-8	0.71	25	2	29	0
CCc1ccccc1-n1c(SCC(=O)N2CCCC2)nc2[nH]ncc2c1=O	1	1	3	-4	0.94	12	1	6	-2
COc1ccc2sc(-c3ccc(N(C)C)cc3)c(C#Cc3cncn3C)c2c1	-6	1.2	-24	-25	1.1	-1	-6	-15	-6
O=C1C2CCCN2C(=O)N1CCCCN1CCN(CCO)CC1 (stereo not given)	3	1.1	2	-9	1	-3	2	-4	4
CC(C)(C)C(=O)CN1C2=NCCCN2c2ccccc21	1	0.86	1	14	0.92	16	-6	8	-5
CCOC(=O)CSC(C)C(=O)Nc1nnc(C(C)C)s1 (stereo not given)	4	0.81	3	19	1	7	0	-4	7
COc1ccccc1N1CCN(C(=O)CCc2nnc3ccc(N4CCC(C)CC4)nn23)CC1	-3	0.97	0	3	0.89	-5	-1	11	-5
N#Cc1ccc(S(=O)(=O)N2CCc3[nH]c4ccc(F)cc4c3C2)cc1	3	0.92	-18	8	0.9	-18	-2	10	-11
CC(C)C(=O)Nc1ccc(NC(=S)NC(=O)c2cc3ccccc3o2)cc1	-1	1	1	-2	0.97	16	-4	3	-5
CC(C)(C)S(=O)(=O)c1cnc(-c2ccc(Cl)cc2)nc1N	3	1.1	1	-8	0.99	40	-3	1	-4
Cc1ccc(SCC(=O)NCCSC(C)(C)C)cc1	-1	1.1	1	-15	1.1	6	-4	-10	-6
COc1cccc(OC)c1NC(=O)CN1CCN(C)CC1	-1	0.99	-1	1	1	6	5	-5	0
O=C(COC(=O)c1c(F)cccc1Cl)NC(=O)Nc1ccc2c(c1)OCCO2	1	0.7	4	30	1.1	12	-3	-5	-7
COc1ccc(OC)c(-c2cc(C(=O)NCc3ccco3)no2)c1	0	0.93	2	7	1	12	-2	0	-5
O=C(NC1CCCCCCC1)c1c(O)c2ccccc2[nH]c1=O	-3	0.83	1	17	0.93	11	-2	7	-9
Cc1ccc(NC(=O)N2CCOCC2)c(C)c1	3	1	1	-1	1.1	2	1	-7	15
O=C(CNC1CCCCC1)Nc1cc(S(=O)(=O)N2CCOCC2)ccc1Cl	-1	1.2	2	-15	1	9	-4	0	-12
Nc1cc(=O)[nH]c(SCC(=O)Nc2cc(S(=O)(=O)N3CCOCC3)ccc2Cl)n1	-2	0.98	-2	2	1	6	7	-4	0

Sorted by SMILES length (smallest number first): some entries from above
SMILES	beta cell repl	hIAP activ	SENP1 inh	hIAP inh	mIAP act	NLRP3 yeast inh	APOBEC3A inh	mIAP block	A3G deaminase
Cc1ccc(SCC(=O)NCCSC(C)(C)C)cc1	-1	1.1	1	-15	1.1	6	-4	-10	-6
COc1ccc(OC)c(-c2cc(C(=O)NCc3ccco3)no2)c1	0	0.93	2	7	1	12	-2	0	-5
O=C(CNC1CCCCC1)Nc1cc(S(=O)(=O)N2CCOCC2)ccc1Cl	-1	1.2	2	-15	1	9	-4	0	-12

Next part
SMILES	beta cell repl	hIAP activ	SENP1 inh	hIAP inh	mIAP act	NLRP3 yeast inh	APOBEC3A inh	mIAP block	A3G deaminase
COc1ccc(OCC(=O)Nc2ccc(S(=O)(=O)N3CCCCC3)cc2)cc1	0	0.97	1	3	1	7	-2	-5	-11
CC(=O)Nc1ccc(NCN2C(=O)C3C4CCC(C4)C3C2=O)cc1 (stereo not given)	-1	0.97	2	3	1	-2	2	0	-5
O=C(NCC(c1ccco1)N1CCc2ccccc21)c1ccccc1F (stereo not given)	0	0.96	0	4	0.96	22	-1	4	-5
Cc1nc(NC(=O)CN2CCN(c3ccccc3F)CC2)sc1C(=O)N(C)C	-2	1.1	-2	-6	1	21	-1	-2	8
C[C@@H]1CCC2[C@](C)(CO)[C@@H](O)CC[C@]2(C)[C@@]12CCC(CO)(CCO)O2 (stereo not given in full)	-1	0.99	3	1	1.1	3	0	-8	-2
COC(=O)/C(=C\C=C\c1ccccc1)NC(=O)c1ccccc1	-3	1	0	0	1	30	2	0	2
Cc1cc(Oc2ccc(-c3nnc(-c4ccccc4)o3)cc2[N+](=O)[O-])ccc1Cl	0	0.98	0	2	0.94	9	2	6	-3
COc1ccc(CNC(=O)Cn2cc3c(n2)CCCCC3)cc1	1	1.3	1	-25	0.99	25	1	1	3
Cn1c(SCC(=O)NCc2ccc(F)cc2)nc2c([nH]c3ccccc32)c1=O	-2	1.2	nt	-17	1.2	6	-1	-17	-5
COc1ccccc1C(=O)CC(=O)c1ccccc1	-4	1.1	3	-8	1	24	-7	-4	-2
Cn1c(SCC(=O)Nc2ccc3c(c2)OCCO3)nnc1-c1ccncc1	-1	1.1	1	-9	1	12	-5	0	-8
O=C(NCc1ccc(F)cc1)c1cnn2ccccc12	-3	0.84	2	16	1	10	-3	-5	-7
Cc1ccc2cc(CCNC(=O)c3ccc4c(c3)OCO4)c(=O)[nH]c2c1	-3	1.1	1	-8	0.95	-1	1	5	0
CCOC(=O)c1ccc(-n2ccnc2)c(NC(=O)c2ccc(Cl)cc2)c1	0	1.2	-2	-24	1.2	-2	-6	-18	-10
Cc1cc(=O)n(CCc2ccccc2)c(O)c1C#N	5	0.96	-9	4	0.87	11	-11	13	-3
O=C(NCCN1CCOCC1)C(=O)NCC1OCCCN1S(=O)(=O)c1cc(F)ccc1F (stereo not given)	-3	1.1	-3	-6	0.98	-5	-2	2	-3
COc1ccc(Cc2nnc(Nc3ccc(Cl)cc3)[nH]c2=O)cc1	-3	0.92	-64	8	0.99	-1	5	1	-6
Cc1cc2n(c(=O)c1C#N)CCCN2c1cccc(Cl)c1	-1	0.89	1	11	0.97	1	-3	3	-6
Cc1ccnc(NC(=O)c2ccc(N3C(=O)CCC3=O)cc2)c1	0	1.1	2	-8	0.99	0	-2	1	-5
Cc1cc(C)c2oc(C(=O)N(Cc3ccccc3)c3ccccn3)cc(=O)c2c1	3	0.83	-1	17	0.99	18	1	1	-4
COc1cc(C(=O)NNC(=O)c2ccc(F)cc2)ccc1OCC(=O)N1CCOCC1	1	1	1	-4	0.97	4	3	3	0
CSc1nc2ccc(NC(=O)c3ccc(Cl)s3)cc2s1	0	1	-5	-3	0.96	6	1	4	-8
CCOC(=O)c1c(C)[nH]c(C)c1S(=O)(=O)NCc1ccccc1C	-1	1.1	0	-7	1.1	3	0	-6	-2
CCCCN(C(=O)c1cc(Cl)nc2ccccc12)c1c(N)n(CCCC)c(=O)[nH]c1=O	7	1	-7	0	0.99	18	6	1	-5
Cc1cc(OCc2nn[nH]n2)c2c(C)c(CC(=O)O)c(=O)oc2c1	4	1.1	1	-10	1	0	4	0	-2
Cc1cc(OC(C)C(=O)NCc2ccncc2)c2c(C)cc(=O)oc2c1 (stereo not given)	3	1	2	-2	1.1	5	4	-11	1
CN1CCN(C(=O)C2=C[C@@H](c3ccccc3)C[C@@H](OCc3ccc(CO)cc3)O2)CC1	-3	1.1	-1	-5	0.99	6	1	1	6
COc1ccc(CCn2c(-c3ccc(F)cc3)nc3c(c(=O)c4ccccc4n3C)c2=O)cc1OC	-1	0.86	2	14	0.96	27	-2	4	-13
CC(C)(C)c1ccc(OCCC(=O)Nc2cccc(S(=O)(=O)NC3=NCCCCC3)c2)cc1	-6	0.95	1	5	1.3	13	1	-28	-2
S=C(NNc1cccc(Cl)c1)NC1CCCCC1	-7	0.89	2	11	0.93	-1	6	7	-14
Cc1ccc(NC(=O)C2OCCc3ccccc32)cc1 (stereo not given)	-3	0.95	0	5	1	18	-1	-2	-4
O=C1COc2ccc(C(=O)COC(=O)CCSc3ccccc3)cc2N1	-3	1.1	2	-14	1.1	20	-11	-9	-4
CC1=CC(=C2N=C(c3ccccc3)OC2=O)C=C(C)O1	1	0.83	-45	17	0.83	30	-5	17	-6
CN(CC(=O)N1CCOCC1)S(=O)(=O)c1cc(Cl)ccc1Cl	-2	1.1	3	-5	1.1	3	-3	-8	-5
